# NOTCH ag: agonists of NOTCH signaling; NOTCH signaling luciferase reporter cells, luminescence; activation, % at 2.5 µM; 15,000 tested, 0.4% active; in the data active = activation above about 2.2%
# PME-1 Maybridge: inhibitors of human PME-1 in Maybridge library; Protein phosphatase methylesterase 1 (Homo sapiens), Q9Y570; recombinant PME-1, FP-Rh probe fluorescence polarization; inhibition, % at 9 µM; 16,000 tested, 0.5% active; AID 2291, 2010; in the data active = inhibition above about 30%
# Target sequence (Q9Y570 whole entry, looked up): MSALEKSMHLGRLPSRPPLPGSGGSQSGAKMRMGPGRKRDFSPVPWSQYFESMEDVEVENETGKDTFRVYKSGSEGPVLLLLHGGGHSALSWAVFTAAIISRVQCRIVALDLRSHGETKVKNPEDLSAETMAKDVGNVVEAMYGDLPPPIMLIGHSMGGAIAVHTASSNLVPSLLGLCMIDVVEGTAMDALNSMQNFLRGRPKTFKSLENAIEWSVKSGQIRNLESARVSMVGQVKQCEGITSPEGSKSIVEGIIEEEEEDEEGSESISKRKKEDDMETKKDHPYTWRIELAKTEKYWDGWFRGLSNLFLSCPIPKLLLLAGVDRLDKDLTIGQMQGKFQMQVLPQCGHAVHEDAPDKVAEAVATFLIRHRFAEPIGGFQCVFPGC
# rat GALR2 agon: agonists of rat galanin receptor 2 (GALR2) | cell-based GALR2 agonist screen | activation, % at 10 µM | 16,000 tested, 0.5% active | AID 833, 2007; in the data active = activation above about 15%
# Nox1 inh: inhibitors of human NADPH oxidase 1 (Nox1); Q9Y5S8; HT29 cells, luminol chemiluminescence ROS; inhibition, % at 6.7 µM; 16,000 tested, 0.81% active; AID 1792, 2009
# S1P1 ag: activates the human S1P1 receptor; activation, % at 4.5 µM; Sphingosine 1-phosphate receptor 1 (Homo sapiens), P21453; 16,000 tested, 1.5% active; S1P1 agonist cell-based reporter assay; in the data active = activation above about 80%
# TLR4 MyD88 blk: inhibitors of human TLR4-MyD88 binding. Toll-like receptor 4 (Homo sapiens), O00206. Cell-based TLR4-MyD88 binding inhibition assay. inhibition, % at 10 µM. 16,000 tested, 0.06% active; in the data active = inhibition above about 45%
# Luminol counter: counter-screen for Nox1 inhibitors: inhibitors of luminol chemiluminescence | 16,000 tested, 0.4% active | HRP/luminol/H2O2 chemiluminescence counterscreen | inhibition, % at 6.7 µM; note: reference of the scale not given here
# OPRK1 antag MB: antagonists of human kappa opioid receptor OPRK1, Maybridge library | Kappa-type opioid receptor (Homo sapiens), P41145 | OPRK1 cells, antagonist mode, fluorescence readout | inhibition, % at 9 µM | 16,000 tested, 0.4% active; in the data active = inhibition above about 50%
# Target sequence (P41145 whole entry, looked up): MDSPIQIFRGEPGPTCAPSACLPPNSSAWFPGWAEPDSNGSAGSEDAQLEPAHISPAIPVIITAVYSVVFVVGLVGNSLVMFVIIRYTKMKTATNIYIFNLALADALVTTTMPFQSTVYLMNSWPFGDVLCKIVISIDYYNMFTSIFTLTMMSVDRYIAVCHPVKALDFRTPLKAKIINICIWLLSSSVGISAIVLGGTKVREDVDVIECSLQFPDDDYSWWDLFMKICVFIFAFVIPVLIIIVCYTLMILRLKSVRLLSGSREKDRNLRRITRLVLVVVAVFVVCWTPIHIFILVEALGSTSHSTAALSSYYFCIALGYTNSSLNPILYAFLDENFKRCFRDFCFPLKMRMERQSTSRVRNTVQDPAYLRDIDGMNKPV
# Starred values were filed as active, the others as inactive; . = no result given. Cut-off read from the data, not from the text of the source, unless noted: active = inhibition above about 75%; inactive = the rest.
no. | Compound | NOTCH ag | PME-1 Maybridge | rat GALR2 agon | Nox1 inh | S1P1 ag | TLR4 MyD88 blk | Luminol counter | OPRK1 antag MB
1 | O=C(NCCNc1nccc(C(F)(F)F)n1)c1ccco1 | -0.5 | -3 | -4 | -38 | -11 | -1 | 2 | 6
2 | COc1cccc(/C=C/N2CCCC2)c1[N+](=O)[O-] | -0.6 | -1 | -1 | -75 | 20 | -14 | 7 | -14
3 | CCOc1ccc(/C=N/NC(=O)N/N=C/c2ccc(OCC)c(OC)c2)cc1OC | 0.4 | -1 | -4 | 0 | 36 | 4 | 12 | -10
4 | C(=NCCc1ccccc1)c1ccccc1 | 0.1 | -3 | 1 | -27 | -19 | 0 | -1 | 10
5 | NNC(=O)CCN(Cc1ccco1)S(=O)(=O)c1ccc(Cl)cc1 | -0.7 | 2 | -7 | -30 | -3 | -1 | -1 | -6
6 | O=c1cc(CO)oc(CO)c1O | -0.7 | -1 | -7 | -46 | -15 | 2 | 0 | 1
7 | COc1cc2c(c(OC)c1OC)Cc1cc(OC)c(OC)c(OC)c1C2 | -0.4 | -2 | -7 | -27 | 0 | 7 | 2 | -6
8 | COc1ccc(S/C(=N/N(C)C)c2cc(C(F)(F)F)cc(C(F)(F)F)c2)cc1OC | -0.9 | 6 | -8 | 14 | 7 | -9 | -5 | 4
9 | N/C(=N\O)c1cnc(-c2ccncc2)nc1N | -0.5 | -4 | -4 | -37 | 18 | 3 | 3 | -15
10 | CC(C)(C)C(=O)O/N=C(\N)COc1ccc(C(C)(C)C)cc1 | -0.3 | 6 | -2 | 8 | -12 | -5 | -4 | 30
11 | O=C(CSc1ssc(=S)c1-c1ccccc1)c1cccc([N+](=O)[O-])c1 | 0.0 | 6 | -9 | -3 | 11 | -6 | 11 | 17
12 | O=C(Nc1cccc(F)c1)c1cccc([N+](=O)[O-])c1 | 0.6 | -4 | 0 | -35 | -22 | 1 | 2 | -5
13 | N#CCC(=O)NNC(=S)NC1CCCCCC1 | 0.6 | 6 | -4 | 6 | -18 | -4 | 36 | 5
14 | O=c1[nH]c(CSc2ccccn2)nc2ccccc12 | -0.4 | -1 | -10 | -30 | -4 | 4 | 0 | -13
15 | N#CCCO/N=C/c1ccco1 | 0.5 | 5 | -6 | 13 | 2 | 9 | -5 | 0
16 | CN(C)c1ccc(C2CC(=O)C=C(NCCc3ccccn3)C2)cc1 (stereo not given) | -0.8 | 5 | -4 | -11 | -1 | 1 | -9 | 23
17 | COc1cc2c(c(OC)c1OC)C(=O)/C(=C/N(C)C)C2 | -0.5 | -2 | -9 | -27 | 6 | -2 | 6 | 10
18 | O=[N+]([O-])c1ccc(-c2ccc(/C=N/NC(=S)Nc3cccc(F)c3)o2)cc1 | -0.3 | -7 | -21 | 45 | 72 | 9 | 9 | 152*
19 | CC1(C)O[C@H]2O[C@H](CO)[C@@H](O)[C@H](O)[C@H]2O1 | -0.8 | 2 | -6 | -50 | -8 | -2 | 1 | 16
20 | O=C(NC1Cc2ccccc2C1)c1nnc(-c2ccccc2)o1 | . | 0 | -5 | -30 | 62 | 6 | 0 | 1
21 | Cc1ccc(SC#N)c(N)n1 | -0.3 | 3 | -6 | 100* | 2 | -4 | -9 | -6
22 | Cc1cnc(NS(=O)(=O)c2ccccc2)c(C)n1 | 0.1 | -1 | -4 | -60 | -2 | 6 | 0 | 2
23 | O=C(N/N=C/c1cc([N+](=O)[O-])ccc1N1CCCCC1)c1ccccc1 | -0.2 | -7 | -6 | -51 | 4 | -1 | 5 | -29
24 | N#C/C(=C\C=C\c1ccccc1)c1nc2ccccc2[nH]1 | -5.4 | 0 | -8 | -35 | -29 | -14 | 3 | 13
25 | Cc1cc(C)n(-c2ccc(S(N)(=O)=O)cc2)n1 | -0.3 | 9 | -5 | 16 | -7 | 9 | -7 | 18
26 | Cn1cnc([N+](=O)[O-])c1Sc1nccc(-c2cccs2)n1 | -1.0 | 4 | -9 | -13 | 6 | -2 | -2 | 3
27 | CCOC(=O)NC(=O)/C(C#N)=N/Nc1ccccc1 | -0.4 | 6 | 0 | 3 | -3 | -2 | 0 | -2
28 | NC(=O)C1CCN(C(=O)c2nccnc2C(=O)O)CC1 | 0.4 | 0 | -5 | -56 | -13 | 0 | 2 | 17
29 | COc1cc(OC)c(C=C2C(=O)OC(C)(C)OC2=O)c(OC)c1 | 0.0 | -4 | -5 | -58 | -9 | 11 | 7 | 5
30 | CCNC(=O)C(Cc1ccccc1)NC(=O)OC(C)(C)C (stereo not given) | -0.5 | -4 | -2 | -40 | -20 | -9 | 2 | 3
31 | COc1cc(C(F)(F)F)nc2ccc(C)c(NC(=O)Nc3ccccc3)c12 | 0.3 | -6 | -9 | -56 | 4 | -7 | 3 | -11
32 | O=C1NCCN1CCNS(=O)(=O)c1cccc2nonc12 | -0.2 | 1 | -6 | -48 | -4 | 10 | 0 | -11
33 | O=C(Cc1ccccc1)Nc1cccc(C(=O)O)c1 | -0.3 | -1 | -7 | 16 | -2 | 1 | -1 | 0
34 | O=[N+]([O-])c1cc(C(F)(F)F)ccc1Oc1ccc2nonc2c1 | -0.1 | 1 | -6 | 29 | 16 | 0 | 0 | 3
35 | CC(=O)NC(=O)c1ocnc1C | 2.1 | 3 | -8 | 0 | -6 | 6 | -8 | 11
36 | O=C(NNC(=O)c1sccc1OCc1ncc(C(F)(F)F)cc1Cl)c1ccccc1 | -0.3 | 3 | -9 | -39 | 1 | 6 | 1 | -28
37 | COc1c(Br)cc(Br)c2c1OCCO2 | -0.2 | 1 | -4 | -15 | 23 | 2 | -2 | -5
38 | Cc1ccc(NC(=O)c2ccccc2)c(OC(=O)c2ccccc2)c1 | 0.3 | 6 | -5 | -8 | -4 | -7 | -2 | -10
39 | Cc1c(NC(=O)c2ccco2)cc2c(c1[N+](=O)[O-])C(C)(C)CC2(C)C | -0.2 | -3 | -7 | -20 | -20 | 9 | 5 | -16
40 | Cc1nc(/C(N)=N/O)cs1 | -0.1 | -3 | -7 | 26 | -4 | -6 | -12 | 4
41 | COc1ccc(OCC(F)(F)F)c(C(=O)Nc2cccnc2)c1 | 0.4 | 2 | -5 | -29 | -14 | -2 | -4 | -3
42 | CC1=[N+](C)c2cc(C(F)(F)F)ccc2C1(C)C | 0.4 | -138 | -10 | -22 | 0 | 4 | 4 | -12
43 | CC(=O)Oc1cc2sc(=O)oc2c2ccccc12 | -1.6 | 2 | -10 | -184 | -6 | 1 | 9 | -20
44 | N/C(Cc1ccc(F)cc1Cl)=N\O | -0.2 | 2 | -2 | -21 | 9 | -3 | 5 | -9
45 | Cc1nn(CC(=O)N/N=C/c2c(F)cccc2Cl)c(C)c1Br | 0.9 | 5 | -4 | 13 | -1 | 4 | -6 | 6
46 | Cc1ccsc1CNC(=O)c1c(F)cccc1Cl | 0.7 | 5 | -7 | 10 | 0 | -14 | -5 | 0
47 | Cc1cc(-c2nnc(C(F)(F)F)o2)ccc1NC(=O)c1cccs1 | -0.6 | 1 | -7 | -2 | -5 | -17 | -3 | -2
48 | Cc1nnsc1-c1onc(C)c1-c1nc(-c2ccc([N+](=O)[O-])o2)no1 | -1.2 | -1 | -5 | -39 | -22 | -2 | 3 | -1

# Part of the list above in order of count of non-hydrogen atoms, low to high:
no. | Compound | NOTCH ag | PME-1 Maybridge | rat GALR2 agon | Nox1 inh | S1P1 ag | TLR4 MyD88 blk | Luminol counter | OPRK1 antag MB
40 | Cc1nc(/C(N)=N/O)cs1 | -0.1 | -3 | -7 | 26 | -4 | -6 | -12 | 4
35 | CC(=O)NC(=O)c1ocnc1C | 2.1 | 3 | -8 | 0 | -6 | 6 | -8 | 11
44 | N/C(Cc1ccc(F)cc1Cl)=N\O | -0.2 | 2 | -2 | -21 | 9 | -3 | 5 | -9
37 | COc1c(Br)cc(Br)c2c1OCCO2 | -0.2 | 1 | -4 | -15 | 23 | 2 | -2 | -5
42 | CC1=[N+](C)c2cc(C(F)(F)F)ccc2C1(C)C | 0.4 | -138 | -10 | -22 | 0 | 4 | 4 | -12
46 | Cc1ccsc1CNC(=O)c1c(F)cccc1Cl | 0.7 | 5 | -7 | 10 | 0 | -14 | -5 | 0
33 | O=C(Cc1ccccc1)Nc1cccc(C(=O)O)c1 | -0.3 | -1 | -7 | 16 | -2 | 1 | -1 | 0
32 | O=C1NCCN1CCNS(=O)(=O)c1cccc2nonc12 | -0.2 | 1 | -6 | -48 | -4 | 10 | 0 | -11
45 | Cc1nn(CC(=O)N/N=C/c2c(F)cccc2Cl)c(C)c1Br | 0.9 | 5 | -4 | 13 | -1 | 4 | -6 | 6
34 | O=[N+]([O-])c1cc(C(F)(F)F)ccc1Oc1ccc2nonc2c1 | -0.1 | 1 | -6 | 29 | 16 | 0 | 0 | 3
47 | Cc1cc(-c2nnc(C(F)(F)F)o2)ccc1NC(=O)c1cccs1 | -0.6 | 1 | -7 | -2 | -5 | -17 | -3 | -2
38 | Cc1ccc(NC(=O)c2ccccc2)c(OC(=O)c2ccccc2)c1 | 0.3 | 6 | -5 | -8 | -4 | -7 | -2 | -10
31 | COc1cc(C(F)(F)F)nc2ccc(C)c(NC(=O)Nc3ccccc3)c12 | 0.3 | -6 | -9 | -56 | 4 | -7 | 3 | -11
36 | O=C(NNC(=O)c1sccc1OCc1ncc(C(F)(F)F)cc1Cl)c1ccccc1 | -0.3 | 3 | -9 | -39 | 1 | 6 | 1 | -28

# (next part)
# Order of values – NOTCH ag	PME-1 Maybridge	rat GALR2 agon	Nox1 inh	S1P1 ag	TLR4 MyD88 blk	Luminol counter	OPRK1 antag MB
49. Cc1ccc(N2C(=O)C=CC2=O)cc1
  -0.9	-3	-6	-21	-2	1	3	-8
50. S=C1SCN(CC2CC2)CN1CC1CC1
  -0.7	2	-2	-23	-8	-1	0	-1
51. CCOC(=O)C1CCN(c2ccccc2CN2CCC(c3ccccc3OC)CC2)CC1
  -0.2	3	-7	-30	-11	.	-3	-1
52. CCCc1cc(=O)[nH]c(SC/C=C/c2ccccc2)n1
  -0.1	8	-6	13	1	-3	-5	3
53. Cn1c(-c2ccc(C#N)cc2)nc(=O)c2cc(Cl)ccc21
  -0.7	9	-6	10	0	17	-5	5
54. O=C(Nc1ccc(Cl)cc1)O/N=C1\CCSC1
  -0.5	-4	-2	-68	11	3	0	0
55. O=C(Nc1ccc(Cl)c(Cl)c1Cl)NC1CCSC1 (stereo not given)
  -0.7	-5	-7	-39	3	-1	3	-18
56. Cn1c(Sc2cccs2)nc(C#N)c1C#N
  -0.1	-5	-6	-45	3	-4	2	30
57. CC(C)(C)C(=O)OCc1nc(-c2cc(-c3ccccc3)no2)cs1
  -0.7	-3	4	-67	21	.	2	5
58. CC12CCC(=O)C=C1CCC2=O (stereo not given)
  -0.7	3	-3	13	3	53*	-5	-10
59. CCOC(=O)C(C#N)=C1CCN(Cc2ccccc2)CC1
  -0.7	1	-3	-1	-6	5	-3	-8
60. NC(=O)c1c(Cl)cncc1Cl
  0.0	-2	-8	-31	9	2	2	-7
61. CN(C)c1ccc(CC(C#N)c2ccc(N)cc2)cc1 (stereo not given)
  -1.0	-2	-2	-32	8	-5	-3	11
62. COC(=O)C(=NNc1ccc(-n2nc(C)cc2C)cc1)C(=O)OC
  -5.3	-4	-3	4	35	-8	12	6
63. COC(=O)C1=C(C)NC(=S)NC1c1ccc(OCc2ccccc2)cc1 (stereo not given)
  0.4	2	-7	-15	-1	-10	-1	-5
64. COC(=O)c1sccc1NC(=O)NC(=O)c1c(Cl)cccc1Cl
  -0.3	-3	-3	-36	-19	4	-1	-19
65. Cc1nc(CSCc2ccc(Cl)cc2Cl)cs1
  -0.6	-2	-5	-76	2	10	2	-1
66. N/C(CS(=O)(=O)Cc1ccco1)=N\O
  1.8	1	-7	-43	-6	.	1	18
67. Cc1cccc(C)c1-n1[nH]nnc1=S
  -0.5	5	-6	-5	-1	-5	-1	2
68. COc1cc(NC(=O)Nc2ccnn2C)cc(OC)c1
  -0.3	-3	-4	-55	14	.	2	8
69. CC(=O)OC[C@H]1O[C@@H](Oc2ccccc2)[C@H](OC(C)=O)[C@@H](OC(C)=O)[C@@H]1OC(C)=O
  -0.6	9	-9	-14	15	6	-7	-18
70. Cc1c(S(=O)(=O)NCCc2ccccn2)sc2ccc(Cl)cc12
  .	4	-12	-40	16	10	2	-31
71. Fc1ccc(-c2csc(-c3cccs3)n2)cc1
  0.8	-1	-7	-46	9	6	0	0
72. COc1cccc(C(=O)OCC(=O)c2ccccc2)c1OC
  -0.2	4	-3	1	-7	-2	0	5
73. COc1c(Cl)cc(Br)c(OC)c1C(N)=O
  0.2	3	-3	3	-8	13	-6	18
74. O=C(Nc1ccccc1)C(C(F)(F)F)C(F)(F)F
  -0.2	2	0	-25	-16	7	-5	8

# Screening data as filed in PubChem BioAssay.
